# Source: PubChem
# HIV fusion peptide: inhibitors of HIV fusion peptide binding, primary screen, biochemical, uHTS, fluorescence dequenching (AID 1986) | inhibition, % at 20 µM, or IC50 in µM where a hit was titrated | cell-free peptide binding, fluorescence dequenching, 30 min; higher % means a stronger effect | hit rate 0.3% among 290,000; in the data active means inhibition mostly above about 52%, no sharp cut-off; inactive means mostly below about 76%; further: some results filed as inactive read as strong as hits
# Myeloid diff MLP: compounds promoting myeloid differentiation | ER-HoxA9 myeloid progenitors, lysozyme-GFP differentiation, flow cytometry | calls only at 10 µM | hit rate 1% among 360,000 | AID 624256;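 active means normalized GFP-positive differentiation at or above the plate's own cutoff, the solvent-only control mean plus 3 SD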;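 further: cells exposed to compound for four days before flow analysis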
# GPR35 arrestin U2OS: inhibition of zaprinast-stimulated GPR35 beta-arrestin translocation – imaging, U2OS, beta-arrestin-GFP, zaprinast agonist, primary screen (AID 2058). U2OS GPR35 beta-arrestin-GFP translocation imaging, zaprinast antagonism; higher % means a stronger effect. inhibition, % at 10 µM, or IC50 in µM where a hit was titrated. hit rate 0.052% among 290,000;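 active means inhibition of at least 50% with at least 30 cells and total cytoplasm GFP at most 10,000,000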
# Salmonella PhoP GFP: inhibitors of PhoP regulon expression, primary screen, Salmonella Typhimurium, GFP reporter (AID 1863); S. Typhimurium PhoP-regulated promoter GFP reporter, 4 h; higher % means a stronger effect; inhibition, % at 50 µM, or IC50 in µM where a hit was titrated; hit rate 0.16% among 300,000;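 active means inhibition over 29.93%, a cutoff 3 SD above the screen mean, later confirmed by dose response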;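 further: 0% = low Mg2+ inducing control and 100% = high Mg2+ repressing control; strong numbers were not always called active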
# NTR1 agonist: NTR1-driven beta-arrestin-GFP spot formation – imaging, U2OS cells, high content, primary screen (AID 493036); P30989; activation, % at 20 µM; hit rate 0.17% among 330,000; agonist mode;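 active means activation at or above 40% of the spot to cytoplasm intensity ratio, with at least 20 cells analyzed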;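 further: 0% = DMSO without peptide and 100% = 100 nM NTR1 peptide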
# Target sequence (P30989 whole entry, looked up): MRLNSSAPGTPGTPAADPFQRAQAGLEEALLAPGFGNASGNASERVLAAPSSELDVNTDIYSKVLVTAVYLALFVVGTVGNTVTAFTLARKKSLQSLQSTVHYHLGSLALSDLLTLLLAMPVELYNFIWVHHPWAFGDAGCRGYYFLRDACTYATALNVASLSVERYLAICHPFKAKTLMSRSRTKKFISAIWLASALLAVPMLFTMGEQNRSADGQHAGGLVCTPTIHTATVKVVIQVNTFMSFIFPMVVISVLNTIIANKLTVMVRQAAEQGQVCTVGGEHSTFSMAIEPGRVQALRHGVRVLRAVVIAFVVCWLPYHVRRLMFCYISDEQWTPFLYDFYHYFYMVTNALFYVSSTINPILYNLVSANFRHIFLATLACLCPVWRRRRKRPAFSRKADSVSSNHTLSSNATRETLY
# MgcRacGAP inhibition: MgcRacGAP GTPase-activating activity inhibitors, confirmation, biochemical, ADP Hunter fluorescence; inhibition, % at 30 µM, or IC50 in µM where a hit was titrated; AID 624330; MgcRacGAP-stimulated Rac1 GTP hydrolysis, ADP Hunter fluorescence; higher % means a stronger effect; GST-tagged Rac1 F28L mutant substrate; hit rate 0.6% among 340,000;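 active means first-screen hits whose inhibition reached a set limit at any dose in the follow-up dose series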;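 further: fluorescence reports GDP produced by GAP-driven GTP hydrolysis; strong numbers were not always called active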
# SIAH1 antagonists: blockers of Siah-1 interaction with plectin peptide – biochemical, fluorescence polarization, rhodamine-plectin, uHTS, primary screen (AID 1817); Siah-1 / rhodamine-plectin peptide fluorescence polarization; higher % means a stronger effect; displacement, % at 20 µM; hits with a dose series show IC50 in µM; hit rate 0.02% among 290,000;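 active means displacement of at least 50% at 20 µM, with a fluorescence ratio check between 0.3 and a set limit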;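 further: plate controls were Siah plus tracer with DMSO for no effect and tracer alone without Siah for full effect; strong numbers were not always called active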
# LYP inhibition: inhibitors of LYP phosphatase, biochemical, fluorescence intensity, uHTS (AID 1779); recombinant LYP phosphatase, fluorescence intensity; higher % means a stronger effect; inhibition, % at 11.5 µM, or IC50 in µM where a hit was titrated; hit rate 0.054% among 290,000; in the data active means inhibition above about 50%;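 further: plate controls were vehicle with enzyme for no effect and no enzyme for full effect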
# GPR55 antagonists: GPR55 antagonists blocking LPI-driven arrestin recruitment, primary screen, imaging, U2OS, beta-arrestin-GFP, LPI agonist (AID 2013). U2OS GPR55 beta-arrestin-GFP translocation imaging, LPI antagonism; higher % means a stronger effect. inhibition, % at 10 µM, or IC50 in µM where a hit was titrated. hit rate 0.13% among 290,000;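 active means spots per cell inhibited over 60%, with over 100 cells counted and total cytoplasm intensity under 500,000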;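 further: U2OS cells stably carrying GPR55 and arrestin-GFP stimulated by 5 µM LPI near EC80; imaged beta-arrestin-GFP aggregate spots per cell after agonist stimulation; plate controls were LPI-stimulated DMSO wells for no effect and DMSO wells without LPI for full effect; some results filed as inactive read as strong as hits; confirmed hits need IC50 under 10 µM and bright autofluorescent wells are also inconclusive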
# NTR1 agonist cell count 20 µM: further read-out of NTR1 agonist, marked with its call; cell count; measured here: cell count, cytotoxicity flag
# Myeloid diff MLP GFP+ MAC1+ %: second read-out of Myeloid diff MLP, no call of its own (marks repeat the call); GFP+ MAC1+ double positive, %; measured here: differentiation confirmed by MAC1 staining
# Numbers without * were called inactive; i = inactive; · = no result given.
SMILES,HIV fusion peptide,Myeloid diff MLP,Myeloid diff MLP GFP+ MAC1+ %,GPR35 arrestin U2OS,Salmonella PhoP GFP,NTR1 agonist,NTR1 agonist cell count 20 µM,MgcRacGAP inhibition,SIAH1 antagonists,LYP inhibition,GPR55 antagonists
COc1ccc(C(=O)NCCn2ccc3ccccc32)c(OC)c1,4.6%,i,1.3,8%,5%,-0.6,77,-2%,-5%,9%,13%
O=C(O)CSc1cc(C(=O)c2cc(F)ccc2O)cn2c(=O)c3c(-c4ccccc4)csc3nc12,15µM*,i,0.5,-14%,-10%,6.0,70,11%,50%,-2%,22%
CC(=O)c1ccc(NC(=O)COC(=O)C2C3CC4OC(=O)C2C4C3)cc1 (configuration not stated),0.6%,i,0.6,1%,7%,0.4,49,4%,-8%,-10%,-6%
COc1ccc(C(=O)Nc2ccc3c(c2)OCCO3)cc1,1.7%,i,5.9,-12%,-1%,-0.3,58,3%,4%,-2%,11%
CCOc1ccc(C(=O)NCC(C)C)cc1,1.8%,i,1.4,-15%,0%,-2.4,84,3%,0%,-1%,3%
Cn1c(SCC(=O)c2ccccc2F)nnc1C1CC1,-2.4%,i,2.7,-2%,22%,-1.8,103,-2%,-1%,-2%,12%
CN(C)/C=C1\C(=O)N(c2ccc(Cl)c(Cl)c2)CS1(=O)=O,0.9%,i,0.5,-9%,3%,-0.5,68,5%,15%,0%,15%
COc1cccc(CNC(=O)CCNS(=O)(=O)c2cccc3nsnc23)c1,-0.4%,i,0.2,-22%,-9%,-0.9,34,4%,4%,-1%,-1%
CNc1c([N+](=O)[O-])cnn1-c1cccc(Cl)n1,0.1%,i,0.3,-9%,-6%,0.4,28,2%,0%,-9%,1%
CSCCC(NC(=O)COc1ccccc1)C(=O)N1CCN(c2ccccc2F)CC1 (configuration not stated),-2.3%,i,3.8,5%,-6%,0.7,55,3%,1%,-7%,2%
O=C(Nc1ccc(S(=O)(=O)N2CCCCC2)cc1)C1CC(=O)N(c2ccc(F)cc2)C1 (configuration not stated),1.5%,i,1.0,13%,2%,0.2,52,4%,6%,-3%,8%
O=C(CNC(=O)c1ccc(F)cc1)N/N=C/c1cn[nH]c1-c1ccccc1,-1.7%,i,0.6,-10%,-3%,-1.1,69,7%,-2%,-5%,5%
CCCN1CN=C(Nc2nc3ccccc3o2)NC1,-1.4%,i,0.0,8%,6%,0.1,49,·,-3%,-6%,3%
O=C(Nc1ccccc1N1CCN(c2ccccc2)CC1)C1CCCCC1,-0.7%,i,0.5,4%,·,1.8,50,5%,11%,2%,14%
CC(C)C(NC(=O)c1ccccc1)C(=O)N/N=C\c1ccco1 (configuration not stated),-1.0%,i,0.6,-11%,5%,3.9,34,5%,10%,-2%,7%
COc1cc(/C=C2/C(=O)ON=C2C)ccc1OCc1ccccc1F,8.7%,i,3.0,12%,14%,73*,36*,2%,0%,-3%,17%
O=C(Nc1ccc(O)c2c(=O)cc(-c3ccccc3Cl)oc12)c1cccs1,-1.0%,i,2.7,-16%,0%,2.8,64,12%,-3%,-2%,2%
COc1ccc(OC)c2c(=O)cc(C(=O)O)[nH]c12,-1.6%,i,0.2,5%,-1%,0.0,56,·,-1%,-10%,1%
CCOC(=O)Cc1csc(SCc2nc3sc4c(c3c(=O)[nH]2)CCC4)n1,0.4%,i,0.3,7%,-7%,0.6,53,16%,2%,0%,7%
Cc1nc(N2CCOCC2)sc1C=O,-0.1%,i,0.5,12%,1%,-0.3,54,2%,5%,-3%,-9%
CCOC(=O)Nc1sc2c(c1C#N)CCCC2,2.3%,i,0.8,3%,5%,0.1,42,12%,-2%,-1%,0%
CN(C)c1cccc(N(C)C)c1CNC(=O)C(C)(C)C,0.0%,i,0.4,-3%,2%,-0.9,44,·,1%,-7%,0%
CCCCn1c(N)c(N(Cc2ccccc2OC)C(=O)COc2ccc(F)cc2Cl)c(=O)[nH]c1=O,7.7%,i,0.6,4%,-4%,2.0,56,4%,5%,2%,-5%
O=C(COc1ncnc2ccccc12)NCCc1ccccc1,1.6%,i,0.5,-6%,1%,0.6,66,10%,2%,-2%,2%
O=C(CSc1ccc(C(F)(F)F)cn1)Nc1ccccc1,1.7%,i,0.8,13%,-6%,0.5,53,7%,2%,-6%,6%
CCOC(=O)c1ccc(N2C(=O)C=CC2=O)cc1,1.6%,i,1.2,2%,-6%,-0.6,71,8%,-4%,5%,-8%
COc1ccccc1N(C(=O)c1snc(C(N)=O)c1N)C(C(=O)NCc1ccccc1)c1ccc(O)cc1 (configuration not stated),-0.2%,i,0.4,-13%,·,0.7,46,5%,6%,-14%,10%
S=C(Nc1ccccc1)N1CCn2c(nc3ccccc32)C1,2.7%,i,0.2,20%,8%,-2.3,87,7%,8%,-2%,0%
O=C(O)c1ccc(Nc2ncc([N+](=O)[O-])cc2[N+](=O)[O-])cc1,1.6%,i,0.4,11%,-3%,0.7,43,·,-10%,14%,14%
N#Cc1ccc2ccn(CC(=O)N3CCCc4ccccc43)c2c1,-2.2%,i,1.6,-1%,7%,0.4,52,7%,2%,-5%,4%
CCOC(=O)c1ccc(NC(=O)CSc2nc(N3CCOCC3)nc(N3CCOCC3)n2)cc1,-0.4%,i,0.2,4%,-6%,0.0,84,5%,0%,-5%,-3%
CCOc1ccc(NC(=O)CN(C)C(=O)c2ccc(N3CCCC3)c([N+](=O)[O-])c2)cc1OCC,·,i,0.8,·,5%,-1.5,36,6%,·,·,·
Cc1cc(/C=N\NC(=O)c2cccs2)c(C)n1-c1ccc2ncccc2c1,-1.0%,i,0.6,4%,57%,0.4,38,10%,-5%,7%,0%
COc1cc(/C=C2\N=C(c3ccccc3)OC2=O)ccc1OCc1c(C)no[n+]1[O-],-3.2%,i,0.1,3%,2%,-1.0,86,-1%,0%,-8%,-8%
O=C(NCc1ccccc1)c1nc(-c2cccs2)no1,0.0%,i,1.0,-6%,8%,0.0,79,12%,7%,-5%,8%
O=C(O)COc1ccc(C(NC(=O)c2c(F)cccc2F)NC(=O)c2c(F)cccc2F)cc1,0.6%,i,0.7,-2%,-3%,0.4,82,7%,1%,-12%,3%
CCN1CCN(CCC2Oc3cc([N+](=O)[O-])ccc3NC2=O)CC1 (configuration not stated),-0.8%,i,0.3,-4%,-6%,0.2,66,-3%,18%,-8%,3%
COc1ccccc1N1CCN(C2CCN(C(=O)c3ccc(F)cc3)CC2)CC1,3.0%,i,1.3,6%,4%,-0.8,57,7%,4%,-6%,8%
CCSc1nnc(-c2ccccc2NC(C)=O)c(=O)[nH]1,1.0%,i,0.1,0%,10%,-2.5,87,5%,-2%,-1%,-7%
COCC(=O)Nc1nnc(SCC(=O)N2CCCCC2)s1,0.6%,i,2.6,19%,-3%,0.7,47,5%,2%,-10%,-6%

# No new results follow: 2 of the compounds above.
SMILES,HIV fusion peptide,Myeloid diff MLP,Myeloid diff MLP GFP+ MAC1+ %,GPR35 arrestin U2OS,Salmonella PhoP GFP,NTR1 agonist,NTR1 agonist cell count 20 µM,MgcRacGAP inhibition,SIAH1 antagonists,LYP inhibition,GPR55 antagonists
CCOC(=O)c1ccc(NC(=O)CSc2nc(N3CCOCC3)nc(N3CCOCC3)n2)cc1,-0.4%,i,0.2,4%,-6%,0.0,84,5%,0%,-5%,-3%
CCOc1ccc(NC(=O)CN(C)C(=O)c2ccc(N3CCCC3)c([N+](=O)[O-])c2)cc1OCC,·,i,0.8,·,5%,-1.5,36,6%,·,·,·

# Additional structures.
SMILES,HIV fusion peptide,Myeloid diff MLP,Myeloid diff MLP GFP+ MAC1+ %,GPR35 arrestin U2OS,Salmonella PhoP GFP,NTR1 agonist,NTR1 agonist cell count 20 µM,MgcRacGAP inhibition,SIAH1 antagonists,LYP inhibition,GPR55 antagonists
CN1CCN(c2nc(Nc3cccc(C(F)(F)F)c3)nc(N3CCOCC3)n2)CC1,-1.3%,i,0.5,16%,-7%,12,76,8%,0%,-12%,13%
COc1ccc(CNc2nccs2)cc1OC,0.7%,i,0.2,-8%,12%,-0.8,52,9%,7%,-5%,10%
COc1ccccc1N1CCN(c2ccc([N+](=O)[O-])nc2)CC1,-2.0%,i,0.4,-5%,11%,-1.5,33,5%,19%,-5%,10%
CSCC[C@H](NC(=O)OC(C)(C)C)c1nnc(SCC(=O)Nc2ccc(C)cc2C)o1,3.5%,i,0.5,15%,3%,0.4,49,11%,3%,-2%,-2%
O=C1CC2(CCN(C(=O)c3cccc([N+](=O)[O-])c3)CC2)Oc2ccccc21,·,i,0.8,·,-4%,-0.6,57,2%,·,·,·

# A stretch taken from the entries so far:
SMILES,HIV fusion peptide,Myeloid diff MLP,Myeloid diff MLP GFP+ MAC1+ %,GPR35 arrestin U2OS,Salmonella PhoP GFP,NTR1 agonist,NTR1 agonist cell count 20 µM,MgcRacGAP inhibition,SIAH1 antagonists,LYP inhibition,GPR55 antagonists
COc1cc(/C=C2\N=C(c3ccccc3)OC2=O)ccc1OCc1c(C)no[n+]1[O-],-3.2%,i,0.1,3%,2%,-1.0,86,-1%,0%,-8%,-8%
O=C(NCc1ccccc1)c1nc(-c2cccs2)no1,0.0%,i,1.0,-6%,8%,0.0,79,12%,7%,-5%,8%
O=C(O)COc1ccc(C(NC(=O)c2c(F)cccc2F)NC(=O)c2c(F)cccc2F)cc1,0.6%,i,0.7,-2%,-3%,0.4,82,7%,1%,-12%,3%
CCN1CCN(CCC2Oc3cc([N+](=O)[O-])ccc3NC2=O)CC1 (configuration not stated),-0.8%,i,0.3,-4%,-6%,0.2,66,-3%,18%,-8%,3%
COc1ccccc1N1CCN(C2CCN(C(=O)c3ccc(F)cc3)CC2)CC1,3.0%,i,1.3,6%,4%,-0.8,57,7%,4%,-6%,8%
CCSc1nnc(-c2ccccc2NC(C)=O)c(=O)[nH]1,1.0%,i,0.1,0%,10%,-2.5,87,5%,-2%,-1%,-7%
COCC(=O)Nc1nnc(SCC(=O)N2CCCCC2)s1,0.6%,i,2.6,19%,-3%,0.7,47,5%,2%,-10%,-6%
CN1CCN(c2nc(Nc3cccc(C(F)(F)F)c3)nc(N3CCOCC3)n2)CC1,-1.3%,i,0.5,16%,-7%,12,76,8%,0%,-12%,13%
COc1ccc(CNc2nccs2)cc1OC,0.7%,i,0.2,-8%,12%,-0.8,52,9%,7%,-5%,10%
COc1ccccc1N1CCN(c2ccc([N+](=O)[O-])nc2)CC1,-2.0%,i,0.4,-5%,11%,-1.5,33,5%,19%,-5%,10%
